Assay outcomes: PubChem BioAssay, National Center for Advancing Translational Sciences (NCATS)
IL1B secr inh = qHTS for Inhibitors of Inflammasome Signaling: IL-1-beta AlphaLISA Primary Screen; activity change, % at 57.5 µM; 360,000 compounds, 4.7% hits; THP-1 LPS/ATP IL-1B secretion, AlphaLISA, 16 h; hits give low values; AID 743279, 2014; in the data active means activity change below about -50%; inconclusive means mostly about -30% to -49%; further: on the % scale 0 is the no-effect control and ±100 the full control effect
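Secreted IL-1B measured by AlphaLISA bead assay after 16 h compound exposure of THP-1 cells; compounds (final up to 57.5 uM) added 1 h before LPS (250 ng/mL) and ATP (1.25 mM) stimulation; lower signal means less secretion.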
ATXN2 expr inh = Primary qHTS for Inhibitors of ATXN expression. Potency, µM (series often up to 57 µM), for inactives: at the top dose activity change, negative = inhibition, usual class: inhibitors. HEK-293 ATXN2-luciferase reporter, luminescence, 24 h. 360,000 compounds, 0.72% hits; further: potency means the concentration at half of the fitted maximal effect; on the % scale 0 is the no-effect control and ±100 the full control effect; nearly all actives have a fitted effect of over 55% in size
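qHTS (up to 57 uM final) was run with 24 h compound exposure of reporter cells at 37 °C. Each well was multiplexed: SteadyGlo luminescence measured ATXN2-luciferase expression after a fluorogenic Gly-Phe-AFC viability readout (25 uM final).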
A549 tox = Nrf2 qHTS screen for inhibitors: counterscreen for cytotoxicity. AID 504648, 2011. 390,000 compounds, 0.16% hits. A549 ARE-Fluc cells, CellTiter-Fluor viability, 18-24 h. Potency, µM (series often up to 46 µM), without a hit: top-dose activity change, negative = cytotoxicity, hits mostly inhibitors; further: potency means the concentration at half of the fitted maximal effect; on the % scale 0 is the no-effect control and ±100 the full control effect
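A549 ARE_Fluc cells in 5% FBS OPTI-MEM were exposed to compounds in concentration-response for 18-24 h at 37 deg C. Viability was read by CellTiter-Fluor fluorescence (Ex 405/Em 525) after 30 min, before the luciferase read.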
HepG2 tox = qHTS for Inhibitors of TGF-b: Cytotox Counterscreen | HepG2 CAGA-GFP viability, ATP luminescence, 18 h | Potency, µM (doses to about 46.1 µM), inactives show at the highest dose activity change, negative = cytotoxicity, most hits filed as cytotoxic | 410,000 compounds, 0.76% hits; further: potency means the concentration at half of the fitted maximal effect; some results filed as inactive show a strong effect at the top dose
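CellTiter-Glo luminescence gave cytotoxicity after 18 hours at 37 degrees C. The cells were HepG2 CAGA-GFP in 1% FBS DMEM, stimulated with 500 pg/mL TGF-beta after compound addition. %Activity was normalised to no-cell wells (complete cell-killing) and DMSO (no toxicity), and curves were fitted and classified.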
TGFb SMAD3 inh = qHTS for Inhibitors of TGF-b | Potency, µM (highest dose often 46.1 µM), inactives show top-dose activity, negative = inhibition, hits mostly inhibitors | HepG2 CAGA-GFP TGF-b/SMAD3 reporter, GFP fluorescence, 18 h; TGF-beta stimulated, 500 pg/mL final | 410,000 compounds, 1.2% hits; further: potency means the concentration at half of the fitted maximal effect; on the % scale 0 is the no-effect control and ±100 the full control effect; nearly all actives have a fitted effect of over 65% in size
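Using HEPG2 CAGA-GFP reporter cells at 1000 cells/well, we pinned test compounds, stimulated with recombinant TGF-beta (500 pg/mL final) and measured total well GFP after 18 h.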
Nrf2 inh = Nrf2 qHTS screen for inhibitors; AID 504444, 2011; Potency, µM (series often up to 46 µM), inactives show at the top dose activity change, negative = inhibition, usual class: inhibitors; A549 ARE-Fluc reporter, luciferase luminescence, 18-24 h; 360,000 compounds, 2.1% hits; further: potency means the concentration at half of the fitted maximal effect; on the % scale 0 is the no-effect control and ±100 the full control effect; nearly all actives have a fitted effect of over 60% in size
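In this cell-based qHTS, ARE-driven firefly luciferase in A549 cells reports Nrf2 activity; the luminescent signal after BugLite lysis is the measured value, with a prior CellTiter-Fluor read for cell health.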
Nrf2 activator = qHTS of Nrf2 Activators; AREc32 ARE-luciferase reporter (MCF7-derived line), luminescence, 24 h; Potency, µM (doses to about 46.1 µM), without a hit: at the highest dose activation, usual class: activators; 410,000 compounds, 0.31% hits; AID 624171, 2012; further: potency means the concentration at half of the fitted maximal effect; % of control where 0% means no effect; nearly all actives have a fitted effect of over 65% in size
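ARE-driven firefly luciferase activity in AREc32 cells measured after a 24 hr compound exposure at 37 deg C, using Steady-Glo reagent and a 30 min room-temperature hold.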
ATXN viability = Viability Counterscreen for Primary qHTS for Inhibitors of ATXN expression | AID 651635, 2014 | 400,000 compounds, 0.49% hits | Potency, µM (titrated, usually from 56.7 µM), most hits filed as cytotoxic | S2 cells (HEK-293 line with an ATXN2-luciferase reporter) viability, CellTiter-Fluor protease fluorescence, 24 h; further: potency means the concentration at half of the fitted maximal effect; nearly all actives have a fitted effect of over 40% in size
MCF10A rereplic = A quantitative high throughput screen for small molecules that induce DNA re-replication in MCF 10a normal breast cells; MCF 10A DNA re-replication, Hoechst nuclear intensity, 48 h; Potency, µM (top dose mostly 46.1 µM), for inactives: at the top dose activity, positive = re-replication, actives largely listed as activators; 350,000 compounds, 2.9% hits; further: potency means the concentration at half of the fitted maximal effect; % of control where 0% means no effect; nearly all actives have a fitted effect of over 50% in size
Numbers without * were called inactive; i = inactive; ? = inconclusive; · = no result given; [ ] = another dose, or the depositor's remark. Unless noted, the call rests on the fitted dose curve; in most records, active means well fitted curve in the direction sought with a large enough effect; inconclusive means small, poorly fitted or top-dose-only effect, or another doubt; inactive means no such curve, though single readings can be large; an effect the other way counts as inactive or inconclusive.

Fields – IL1B secr inh, ATXN2 expr inh, A549 tox, HepG2 tox, TGFb SMAD3 inh, Nrf2 inh, Nrf2 activator, ATXN viability, MCF10A rereplic
CC(=O)Nc1cccc2ccc(O)cc12
 : -10, -7%, -3%, 9%, 0%, -5%, 6.4%, i, 1%
CC(=O)NC(CC(=O)NNC(=O)C(C)Oc1ccccc1F)c1ccccc1 (stereo unspecified)
 : 24, 9%, -6%, 5%, -10%, 18%, -0.8%, i, -3%
Cc1cccc(C)c1NC(=O)COC(=O)c1ccc([N+](=O)[O-])o1
 : -2, -8%, 0%, -27%, -4%, ?, 6.6%, i, 2%
O=C(NNC(=O)c1ccncc1)Nc1ccccc1
 : 2, 1%, -22%, 1%, 23%, -8%, -2.2%, i, -19%
Cc1cccc(S(=O)(=O)NC(=O)C2(C)CCN2C(=O)CCc2ccccc2)c1 (stereo unspecified)
 : 30, 2%, ·, 13%, 7%, ·, -1.4%, i, ·
CCN(C[C@H]1N[C@@](CC)(C(=O)OC)[C@H]2C(=O)N(Cc3ccccc3)C(=O)[C@@H]12)C(=O)c1ccc(C)cc1
 : 0, -5%, -11%, 10%, -9%, 5%, -0.3%, ?, -15%
O=S(=O)(c1ccc(F)cc1)N1CCN(C(=S)NCc2ccccc2)CC1
 : 1, -8%, 3%, -5%, -4%, -24%, 1.6%, i, 0%
CCSc1ncnc2nc[nH]c12
 : ·, ·, -2%, -54%, -3%, -3%, ·, ·, ·
CCCCn1c(CNC(=O)c2ccc(OC)cc2)nnc1SCC(=O)Nc1ccccc1
 : ·, -1%, -15%, -13%, 0%, -23%, -0.7%, i, ·
Cc1ccc(S(=O)(=O)N2CCN(C(=O)c3cc(S(=O)(=O)N4CCOCC4)c(Cl)cc3Cl)CC2)cc1
 : 14, ·, 10%, -9%, -25%, ?, 0.3%, ·, 12%
CCOc1ccc(CCNC(=O)CN2C(=O)COc3ccc(S(=O)(=O)N4CCCCCC4)cc32)cc1
 : ·, -15%, -9%, -27%, -21%, -16%, 0.3%, ?, ·
Cc1cc(N2CCCC2=O)ccc1S(=O)(=O)Nc1c(C)nn(C)c1C
 : 34, -13%, -16%, -1%, 1%, ?, -0.2%, i, 18%
COc1ccc(C2/C=C\CN(C(=O)C3CC3)[C@H](Cc3ccccc3)C(=O)N2Cc2ccc(F)cc2)cc1 (stereo partly specified)
 : 0, 0%, -8%, -5%, 10µM*, ?, 4.0%, ?, -26%
O=C(CCn1c(=O)[nH]c2ccccc2c1=O)N1CCN(c2cccc(C(F)(F)F)c2)CC1
 : ?, 0%, 7%, -36%, 0%, 8%, 1.9%, i, ?
Cc1cc(-c2ccccc2)n2nc(-c3cccc(Br)c3)cc2n1
 : ·, 3%, 1%, -6%, -3%, 10%, 6.9%, i, ·

Fields – IL1B secr inh, ATXN2 expr inh, A549 tox, HepG2 tox, TGFb SMAD3 inh, Nrf2 inh, Nrf2 activator, ATXN viability, MCF10A rereplic
C/C(CC(=O)Nc1cccc(Cl)c1Cl)=N\NC(=O)C(=O)NC1CCCCC1
 : 8, -5%, 4%, -5%, -1%, -17%, -0.4%, i, ?
CN(C)S(=O)(=O)c1ccc(NC(=O)CN2CCOCC2)cc1
 : 23, ·, 9%, 22%, -2%, 13%, -0.9%, i, 3%
COc1cc(N)c(C(O)c2nccc3cc(OC)c(OC)cc23)cc1OC (stereo unspecified)
 : 10, 3%, -5%, -3%, -4%, ?, 0.0%[9.22 µM], i, ?
CC1(C)COC(c2ccc3c(c2)OCO3)OC1
 : 15, 11%, 4%, 10%, 10%, ?, 1.7%, i, -1%
Cc1cc(O)ccc1Nc1cc(-c2cccc(N)c2)ncn1
 : ?, 31%[activator], ·, 7%, -5%, ·, 0.1%[9.22 µM], i, ·
CC(=O)Nc1cc(NC(C)=O)cc(C(=O)OC(C)C(=O)Nc2ccc(S(=O)(=O)N3CCCC3)cc2)c1 (stereo unspecified)
 : 6, -5%, -3%, -11%, -22%, -4%, -0.3%, i, -10%
Cc1ccc(OCCCn2ccnc2)c([N+](=O)[O-])c1
 : 5, -8%, 3%, -23%, -27%, 5%, -0.1%, i, 4%
CC(=O)NC(c1ccc(F)c(F)c1)c1nc(-c2ccncc2)cs1 (stereo unspecified)
 : 11, -1%, ·, -10%, ?, ·, 3.3%, i, ·
Cc1cccc(NC(=O)c2sc(NC(=O)c3ccco3)c(C#N)c2C)c1C
 : -1, -7%, -9%, -1%, 1%, ?, 0.4%, i, 4%
CC1(C)OC(=O)N(c2ccccn2)C1(C)O (stereo unspecified)
 : 9, 0%, 0%, 4%, 26%, 7%, -0.5%, i, ?
O=C1CSC(=Nc2ccc(O)cc2)N1c1ccc(O)cc1
 : 2, -2%, -3%, 4%, 3%, 1%, -0.9%, i, -2%
Cc1ccc(-n2ncc3c(NNC(=O)c4ccco4)ncnc32)c(C)c1
 : 1, -25%, -14%, -10%, -26%, -14%, -0.1%, i, 1%
CC(=O)c1nc(N2C(=O)CC(Cc3cccc(C)c3)C2=O)sc1C (stereo unspecified)
 : 0, -7%, ?, 2%, -10%, 11%, -0.1%, i, 0%
Cc1[nH]c2ccccc2c1C(=O)CSC(=S)N(C)C
 : -2, 42%[activator], -2%, 5%, -4%, 3%, 6.1%, i, 12%
COn1c(SCC(N)=O)nc2ccccc2c1=O
 : 22, 7%, -5%, 7%, -13%, 4%, 0.4%, i, 5%

Fields – IL1B secr inh, ATXN2 expr inh, A549 tox, HepG2 tox, TGFb SMAD3 inh, Nrf2 inh, Nrf2 activator, ATXN viability, MCF10A rereplic
Cc1nn2c(=O)cc(COC(=O)c3ccc(S(=O)(=O)N4CCCCC4)cc3)nc2s1
 : 27, 3%, -7%, 7%, -12%, -2%, 0.0%, ?, -9%
C=CCNC(=S)Nc1cc(C)ccn1
 : -1, -9%, 3%, 0%, -7%, ?, 8.7%, i, -48%[inhibitor]
CCCN(c1ccc(C)cc1)c1nc(=O)c2cccnc2s1
 : 45, 3%, -7%, 0%, ?, 7%, 5.3%, ?, ?
COc1ccc(CNC(=O)COC(=O)c2cc(-c3cccs3)nc3ccccc23)cc1OC
 : -28, -27%, -8%, -31%, -6%, 3%, -0.1%, ?, -2%
CC(C)C(NS(=O)(=O)c1ccccc1F)C(=O)N1CCc2ccccc2C1 (stereo unspecified)
 : 16, 2%, -2%, -3%, 20%, ?, 0.3%, i, -6%
CC(=O)NC(NC(=S)Nc1ccc(S(N)(=O)=O)cc1)C(Cl)(Cl)Cl (stereo unspecified)
 : -12, ·, 9%, -2%, 2%, -2%, -1.4%, i, 0%
O=S(=O)(CCc1ccccc1)N1CCOCC1
 : 16, 2%, 0%, -1%, 12%, 8%, 0.2%, i, ?
COc1ccc(NC(=S)NC(=O)/C=C/c2ccc(F)cc2)cc1
 : -3, -15%, -1%, -7%, -9%, -2%, 0.0%, ?, 4%
COc1ccc(CCNC(=O)COC(=O)C2CC2)cc1
 : 5, 5%, 0%, 3%, 12%, 7%, -0.1%, i, -25%
COC(=O)c1csc(S(=O)(=O)N2CCCCC2)c1OC
 : 21, ·, -10%, -23%, -10%, -15%, 0.3%, i, 3%
CCN1CCN(S(=O)(=O)c2cc(C(=O)O)ccc2Cl)CC1
 : 20, 5%, 1%, 7%, 1%, 7%, -0.8%, i, -7%
O=C(O)CSCC(=O)Nc1ccc(Br)c(C(F)(F)F)c1
 : ·, -10%, 2%, -3%, 0%, 6%, 0.1%, i, -14%
Cc1cccc(C(C)C)c1NC(=O)CSc1cccc[n+]1[O-]
 : 1, 5%, -2%, -30%, -2%, -1%, -0.1%, i, 1%
CCn1c(O)c(C=NC2CCCC2)sc1=S
 : -29, 37%[activator], -22%, -27%, -17%, 3%, 2.9%, ?, 6%
O=C(NC1CC(=O)N(c2cccc(F)c2)C1)N1CCN(C(=O)c2ccco2)CC1 (stereo unspecified)
 : 22, -6%, -4%, 0%, -18%, 7%, -1.0%, i, 0%

Fields – IL1B secr inh, ATXN2 expr inh, A549 tox, HepG2 tox, TGFb SMAD3 inh, Nrf2 inh, Nrf2 activator, ATXN viability, MCF10A rereplic
CC(C)(C)OC(=O)[C@H]1[C@H](c2ccc([N+](=O)[O-])cc2)C2(C(=O)c3ccccc3C2=O)C2c3ccccc3C=NN21 (stereo partly specified)
 : -27, -18%, -12%, -25%, ?, -7%, 5.1%, ?, ?
O=C(N/N=C/c1ccncc1)c1cc2ccccc2o1
 : -52*, -5%, 1%, 5%, 6%, -20%, 4.0%, i, ?
O=C(Nc1ccc(-c2nc3ncccc3o2)cc1)c1ccc(Br)o1
 : -55*, -15%, 1%, -12%, 3%, ?, 0.3%, i, 5%
COc1cc(OC)cc(C(=O)/C=C2\Sc3ccccc3N2C)c1
 : -26, 26%, -1%, -2%, -1%, 17%, 3.2%, i, ?
COc1ccc(/C(=N\Nc2ccccc2C(=O)O)c2ccccc2)cc1
 : 0, 9%, -4%, -2%, -3%, 12%, 0.5%, i, 8%
COc1ccc(CN(C(=O)CSc2nnc(-c3ccc(F)cc3)o2)c2ccc(F)cc2)cc1
 : -18, 6%, -7%, -13%, -20%, ?, -0.9%, i, 1%

Random excerpt: 3 records from the list, in no set order.
Fields – IL1B secr inh, ATXN2 expr inh, A549 tox, HepG2 tox, TGFb SMAD3 inh, Nrf2 inh, Nrf2 activator, ATXN viability, MCF10A rereplic
COc1cc(OC)cc(C(=O)/C=C2\Sc3ccccc3N2C)c1
 : -26, 26%, -1%, -2%, -1%, 17%, 3.2%, i, ?
O=C(Nc1ccc(-c2nc3ncccc3o2)cc1)c1ccc(Br)o1
 : -55*, -15%, 1%, -12%, 3%, ?, 0.3%, i, 5%
CC(C)(C)OC(=O)[C@H]1[C@H](c2ccc([N+](=O)[O-])cc2)C2(C(=O)c3ccccc3C2=O)C2c3ccccc3C=NN21 (stereo partly specified)
 : -27, -18%, -12%, -25%, ?, -7%, 5.1%, ?, ?
